Source: PubChem (National Center for Advancing Translational Sciences (NCATS))
hERG WT inh = blocks the wildtype human KCNH2 potassium channel; Q12809; U2OS, BacMam KCNH2, thallium flux FluxOr; active compounds read low; activity change, % at 1.84 µM; actives 0.37% (n = 340,000); AID 720551;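 active means maximum activity change below -70%; inconclusive means maximum activity change between -70% and -50%; inactive means maximum activity change above -50%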; further: on the % scale 0 is the no-effect control and ±100 the full control effect
Target sequence (Q12809 whole entry, looked up): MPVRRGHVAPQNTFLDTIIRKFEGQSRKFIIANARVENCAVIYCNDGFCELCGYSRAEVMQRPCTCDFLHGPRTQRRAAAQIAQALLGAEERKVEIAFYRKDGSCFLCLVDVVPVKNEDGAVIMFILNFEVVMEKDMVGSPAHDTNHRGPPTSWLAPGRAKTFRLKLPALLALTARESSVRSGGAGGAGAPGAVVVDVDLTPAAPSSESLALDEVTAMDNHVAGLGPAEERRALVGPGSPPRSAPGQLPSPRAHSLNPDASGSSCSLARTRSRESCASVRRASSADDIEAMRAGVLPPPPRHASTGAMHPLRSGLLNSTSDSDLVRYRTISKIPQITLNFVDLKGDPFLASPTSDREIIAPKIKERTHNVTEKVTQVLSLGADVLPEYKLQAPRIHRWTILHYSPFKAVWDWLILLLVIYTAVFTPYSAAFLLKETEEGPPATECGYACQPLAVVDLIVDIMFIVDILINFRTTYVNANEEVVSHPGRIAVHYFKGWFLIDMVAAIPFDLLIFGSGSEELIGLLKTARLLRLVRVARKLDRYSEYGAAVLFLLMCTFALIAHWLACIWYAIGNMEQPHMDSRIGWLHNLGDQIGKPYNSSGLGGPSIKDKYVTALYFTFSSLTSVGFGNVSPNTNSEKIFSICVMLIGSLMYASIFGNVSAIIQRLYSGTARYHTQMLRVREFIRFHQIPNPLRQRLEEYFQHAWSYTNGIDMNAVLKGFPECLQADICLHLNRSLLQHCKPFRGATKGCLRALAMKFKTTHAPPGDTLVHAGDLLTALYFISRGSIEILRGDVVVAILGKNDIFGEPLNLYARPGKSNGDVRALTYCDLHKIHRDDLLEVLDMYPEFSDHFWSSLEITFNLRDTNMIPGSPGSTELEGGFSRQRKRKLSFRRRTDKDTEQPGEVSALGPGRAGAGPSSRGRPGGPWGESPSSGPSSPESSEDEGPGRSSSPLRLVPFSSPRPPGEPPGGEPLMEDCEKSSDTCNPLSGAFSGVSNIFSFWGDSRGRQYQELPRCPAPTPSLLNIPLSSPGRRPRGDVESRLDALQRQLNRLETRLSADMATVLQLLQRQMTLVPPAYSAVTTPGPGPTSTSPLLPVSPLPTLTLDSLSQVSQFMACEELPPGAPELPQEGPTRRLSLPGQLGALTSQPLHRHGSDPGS
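U2OS cells transduced with wild-type KCNH2 virus are loaded with FluxOr dye for 45 min, and thallium flux is measured in kinetic reads before and after stimulation buffer. Rate constants are normalized to DMSO controls.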
Eya2 inh = blocks the phosphatase activity of human Eya2 | actives 0.006% (n = 330,000) | recombinant Eya2, OMFP fluorescence dephosphorylation (OMFP is methylfluorescein phosphate) | Potency, µM (series often up to 76.9 µM), inactives show at the highest dose activity, negative = inhibition, actives largely listed as inhibitors | O00167 | AID 488837; further: potency means the concentration at half of the fitted maximal effect; on the % scale 0 is the no-effect control and ±100 the full control effect
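Eya2 (0.2 uM) preincubated 10 min at ambient with compound, then OMFP substrate added at 50 uM; 10 min reaction in 50 mM HEPES pH 7.5, 50 mM NaCl, 5 uM MgCl2, 0.05% BSA, 1 mM DTT. Fluorescence read at Ex 485/Em 525 nm.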
Menin MLL FP TR = inhibitors of human menin-MLL interaction, mutant MLL peptide; O00255; Menin + Texas Red MLL mutant peptide, fluorescence polarization; Potency, µM (top dose mostly 61.6 µM), inactives show at the highest dose FP activity change, negative = inhibition, most hits filed as inhibitors; actives 0.23% (n = 270,000); AID 1768; active means well fitted inhibition curve with a large enough effect in the polarisation, with a control signal flat, not every such curve was filed as active; inconclusive means small, poorly fitted or top-dose-only effect, or effect the other way, or a change in a side signal; inactive means no such curve, though single readings can be large or run the other way; the % refers to the polarisation; further: potency means the concentration at half of the fitted maximal effect; % of control where 0% means no effect; many of its hits are not listed in these tables
USP2a block = blocks human ubiquitin-specific protease USP2a; Potency, µM (doses to about 38.3 µM), for inactives: at the highest dose activity change, negative = inhibition, most hits filed as inhibitors; actives 0.01% (n = 330,000); AID 463254; USP2 core, Ub-CHOP2 coupled fluorogenic reporter, 485/531; O75604;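 further: potency means the concentration at half of the fitted maximal effect; plate controls were DMSO wells for no effect and full inhibition by NEM control for full effect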
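Deubiquitinase activity read as fluorescence (485/531 nm) after Ub-CHOP2 cleavage activates the enterokinase reporter on its substrate; USP2 core 10nM, Ub-CHOP2 and substrate 25nM each, 30min compound preincubation then 60min RT; data normalized to NEM, curves fitted.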
Mito fusion yeast = blocks mitochondrial division or promotes mitochondrial fusion; Potency, µM (series often up to 46.1 µM), for inactives: at the highest dose growth rescue (activation), actives largely listed as activators; S. cerevisiae fusion-defective mutant growth rescue, CellTiterGlo 48 h; AID 485298; actives 0.23% (n = 320,000);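 further: potency means the concentration at half of the fitted maximal effect; % of control where 0% means no effect; nearly all actives have a fitted effect of over 45% in size; temperature-sensitive fusion mutants such as fzo1-1 at 37 °C on non-fermentable ethanol glycerol medium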
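Temperature-sensitive fusion-defective S. cerevisiae (e.g. fzo1-1, mgm1-5) were grown with compound in YPEG medium (3% ethanol, 3% glycerol) for 48 hours at 37C. Growth rescue was measured as viability by CellTiterGlo luminescence after 10 minutes at ambient.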
PKM2 activator = increases activity of human pyruvate kinase M2; purified PKM2, Kinase-Glo ATP luminescence, activation; response scale: 0% is enzyme alone, no compound; P14618; actives 0.34% (n = 260,000); Potency, µM (highest dose often 57.5 µM), without a hit: top-dose activation, most hits filed as activators; further: potency means the concentration at half of the fitted maximal effect; on the % scale 0 is the no-effect control and ±100 the full control effect; nearly all actives have a fitted effect of over 55% in size
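Purified hPK-M2 (>95%) run at intermediate activity with 0.1 mM ADP and 0.5 mM PEP in 50 mM imidazole pH 7.2, KCl, MgCl2; 1 h room temperature. ATP formed read by Kinase-Glo luminescence; normalized to uninhibited and no-enzyme controls.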
BCR signal inh = inhibitors of chronic active B-cell receptor signaling | ABC-DLBCL IkBa-CBG/CBR reporter, luminescence ratio, 4 h | Potency, µM (top dose mostly 46.1 µM), inactives show at the highest dose ratio change, negative = lower green/red ratio, usual class: inhibitors | actives 0.05% (n = 340,000) | AID 493014; active means well fitted inhibition curve with a large enough effect in the signal ratio, with a control signal flat, not every such curve was filed as active; inconclusive means small, poorly fitted or top-dose-only effect, or effect the other way, or a change in a side signal; the % refers to the signal ratio;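 further: potency means the concentration at half of the fitted maximal effect; plate controls were basal doxycycline-induced cells for no effect and cells given 10 µM MG132 for full effect; MG132 reads +100%, hits lower the ratio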
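Compounds up to 46 uM were incubated four hours with TMD8 cells whose green CBG68 luciferase is fused to IkappaBalpha; red CBR luminescence normalised the signal, and concentration-effect curves were fitted to fusion, red and ratio data.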
S-ASM inh = inhibitors of human secretory acid sphingomyelinase; P17405; actives 0.006% (n = 340,000); placental ASM, HMU-PC fluorogenic substrate, 60 min; AID 504937; Potency, µM (series often up to 57.5 µM), inactives show at the highest dose activity change, negative = inhibition, most hits filed as inhibitors; further: potency means the concentration at half of the fitted maximal effect
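qHTS format. ASM enzyme prepared from human placenta hydrolyses the fluorogenic substrate HMU-PC0 (9 uM final) over 60 min at 37 °C after a 10 min compound preincubation.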
MBNL1 CUG block = blocks human MBNL1 binding to CUG repeat RNA. Potency, µM (series often up to 57.5 µM), without a hit: top-dose activity change, negative = inhibition, usual class: inhibitors. TR-FRET MBNL1-His/biotin-(CUG)12 binding, 665/545 ratio. AID 2675. actives 0.036% (n = 280,000); active means well fitted inhibition curve with a large enough effect in the signal ratio, with a control signal flat, not every such curve was filed as active; inconclusive means small, poorly fitted or top-dose-only effect, or effect the other way, or a change in a side signal; inactive means no such curve, though single readings can be large or run the other way; the % refers to the signal ratio; further: potency means the concentration at half of the fitted maximal effect; on the % scale 0 is the no-effect control and ±100 the full control effect
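Inhibition of protein-RNA binding appears as loss of TR-FRET between terbium anti-His antibody on MBNL1-His and streptavidin-XL665 on biotin-(CUG)12. Activity is normalized to buffer-only and uninhibited-complex controls.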
GALK inh = galactokinase (human) inhibition; P51570; Purified GALK, Kinase-Glo residual ATP luminescence; Potency, µM (titrated, usually from 57.5 µM), inactives show at the highest dose activity change, negative = inhibition, actives largely listed as inhibitors; actives 0.007% (n = 270,000); AID 1868; further: potency means the concentration at half of the fitted maximal effect; on the % scale 0 is the no-effect control and ±100 the full control effect
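Galactose (100 uM) and ATP (35 uM) were turned over by 5 nM GALK for 1 h at RT. Kinase-Glo Plus then converted the remaining ATP into a luminescent signal.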
TSHR antagonist = antagonists of human thyroid stimulating hormone receptor. P16473. TSHR-expressing cells, TSH-stimulated cAMP HTRF, 2 h; active compounds read low. activity change, negative = inhibition, % at 11.5 µM. actives 0.2% (n = 330,000);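 active means activity change below a set negative limit, meaning inhibition stronger than a set level, cut at about -70% in these data; inconclusive means activity change between two set negative limits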; further: on the % scale 0 is the no-effect control and ±100 the full control effect
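Freshly harvested TSHR cells receive pin-tooled compound, then EC80 TSH at 4nM final. After 2 hours at 37 deg C, antibody in lysis buffer and cAMP-d2 are added; 30 minutes at ambient temperature precede the HTRF read.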
An asterisk follows results filed as active; ? = inconclusive; . = not tested or not shown; [ ] = remark or other dose. Unless noted, the call rests on the fitted dose curve; in most records, active means well fitted curve in the direction sought with a large enough effect; inconclusive means small, poorly fitted or top-dose-only effect, or another doubt; inactive means no such curve, though single readings can be large; an effect the other way counts as inactive or inconclusive. Only part of the results is shown; rates above refer to the full screens.

Structure | Eya2 inh | GALK inh | Menin MLL FP TR | hERG WT inh | TSHR antagonist | USP2a block | BCR signal inh | S-ASM inh | PKM2 activator | Mito fusion yeast | MBNL1 CUG block
O=C(COC(=O)/C=C/c1ccccc1)Nc1ccccc1Br | 1% | 0% | -4% | 3 | -13 | 1% | 0% | 1% | 4% | 0% | .
COC(=O)c1ccc(Sc2ccc(Cl)cc2)c(N)c1 | -3% | -4% | 26% | -27 | -28 | 1% | -1% | 182%[activator] | -2% | 5% | 13%
CCOc1c(OC)cc(C2C(C#N)=C(N)Oc3n[nH]c(-c4ccncc4)c32)cc1OC (stereo not drawn) | -15% | 1% | 10% | 6 | -12 | -1% | 4% | -1% | 0% | -1% | -13%
Cc1ccc(NC(=O)c2nc[nH]c2C(=O)N2CCC(C)CC2)cc1 | -1% | 0% | . | 2 | 1 | 6% | -1% | 12% | 0% | 3% | 3%
CCC(C(=O)N1CCN(S(=O)(=O)c2sc(C(=O)O)c(C)c2C(=O)O)CC1)c1ccccc1 (stereo not drawn) | -3% | . | . | 15 | -8 | -2% | 6% | 7% | . | -5% | .
CC(=O)N1c2ccc(S(=O)(=O)CCC(=O)O)cc2CC1C (stereo not drawn) | 4% | 1% | . | 3 | -3 | -1% | -3% | -2% | 4% | 0% | -4%
COC(=O)C1=C(C(=O)OC)[C@@H]2Nc3ccccc3[C@@]23C[C@@H](C(=O)OC)N(C(=O)c2ccc(Br)cc2)C3=N1 | -4% | -2% | -2%[11.7 µM] | 4 | 8 | 12% | ? | 4% | -9%[11.5 µM] | -3% | -10%
COc1ccc(S(=O)(=O)N(C)c2ccc(C(=O)Nc3cccnc3)cc2)cc1OC | 4% | -3% | . | -4 | -7 | 1% | 0% | 2% | -4% | 2% | 3%
O=C(CC(=O)c1ccccc1O)c1ccc(F)cc1 | -20% | 3% | ? | -10 | -9 | 2% | ? | -1% | -3% | 10% | 17%
O=C(NNC(=S)Nc1ccccc1Cl)C1CC1 | -15% | 0% | 1% | -7 | -5 | 5% | ? | 5% | -4% | 1% | -9%
CCNC(=S)N1CCC(C(=O)c2ccc3c(c2)OCCO3)CC1 | 11% | -2% | 2% | 6 | 1 | 2% | -14% | 1% | -28% | -12% | 0%
COc1cccc(/C=N/n2nnnc2N)c1 | -1% | 14% | . | 3 | -6 | 3% | 0% | 6% | 0% | 0% | 14%
O=C(O)c1ccc(F)c(S(=O)(=O)Nc2ccccc2)c1 | 0% | 3% | 10% | 1 | -7 | 0% | -1% | 3% | 5% | 2% | -5%
Cn1c(=O)c(C(=O)NNC(=O)c2cccc(Cl)c2)c(O)c2ccccc21 | 10% | 0% | ? | -6 | ? | -2% | ? | 1% | -4% | -13% | -4%
Cc1cc(OC(=O)c2cccc(Cl)c2)c([N+](=O)[O-])c(=O)[nH]1 | 1% | 0% | . | -14 | 6 | 2% | -4% | 7% | . | 0% | -10%
CC(C)=CC(=O)N1CCCC(N2CCN(c3ccccc3C)CC2)C1 (stereo not drawn) | 11% | 6% | -20% | 11 | 6 | 1% | -1% | -2% | -3% | 1% | 0%
CCOc1ccc(N2CC(C(=O)Nc3cccc(C)c3C)CC2=O)cc1 (stereo not drawn) | -18% | -1% | -14% | -8 | -1 | -1% | 0% | -1% | 5% | -3% | -2%
Cc1cc(C)c(S(=O)(=O)N2CCC(C(=O)NCc3ccco3)CC2)c(C)c1 | . | 0% | 2% | 1 | . | . | . | 1% | -21% | 2% | 17%
CC(C)=NN1C(c2nonc2N)=NOC1(C)C | 9% | -1% | . | 8 | -2 | 0% | 5% | 4% | 2% | 3% | -8%
CC(=O)/C(=N/Nc1ccccc1[N+](=O)[O-])N1CCCc2ccccc21 | -4% | -2% | . | 2 | -11 | -5% | -1% | -20% | -2% | 14% | .
Cc1ccc(/C=N/n2cnc3sc(C)c(C)c3c2=O)o1 | 11% | -4% | -10% | 5 | 0 | 1% | 0% | 1% | 14% | -2% | ?
O=C(Nc1ccc(C(F)(F)F)cc1)C1CCN(c2cnccn2)CC1 | 6% | 5% | 25% | 4 | -19 | 0% | 2% | 26% | -3% | -4% | -5%
Cc1ccc(C(=O)Nc2ccc(N3CCOCC3)nc2)cc1 | -1% | -3% | -8% | 0 | -10 | 0% | 9% | 1% | -1% | 0% | 5%
COC(=O)CNC(=O)CN1C(=O)N(c2ccc(Cl)cc2)C(N(O)C(=O)Nc2ccc(Cl)cc2)C1(C)C (stereo not drawn) | -1% | -3% | 31%[activator] | 0 | 27 | 0% | ? | -3% | -1% | 2% | 9%
Cc1ccc(N(CN2CCCC2=O)C(=O)c2ccc(OC(C)C)cc2)cc1 | -4% | 0% | 9% | -8 | 8 | 2% | 1% | -3% | -1% | -6% | -5%
N#C/C(=C\c1c(Cl)cccc1Cl)c1nn(-c2ccccc2)c(-n2cccc2)c1C#N | -5% | 5% | . | -1 | -6 | 0% | 16% | 0% | -2% | 7% | -6%
COCCCNC(=O)C1CCC(CNS(=O)(=O)c2ccc3c(c2)CC(C)N3C(=O)C2CC2)CC1 (stereo not drawn) | -5% | -1% | . | 1 | -3 | 5% | 3% | 1% | . | 1% | -10%
CC1CCCN(CC(=O)NC(=O)NC2CCCCC2)C1 (stereo not drawn) | 4% | . | . | -1 | 57 | 3% | 4% | 2% | . | 10% | .
CN(Cc1ccccc1)S(=O)(=O)c1ccc2c(c1)NC(=O)CC(=O)N2 | -3% | 1% | -10% | 2 | 13 | -3% | -12% | 0% | -15% | -9% | .
Cc1nn(Cc2ccc(F)cc2)c(C)c1NC(=O)c1cc(-c2ccc3c(c2)OCO3)on1 | 4% | 4% | -1% | -5 | -16 | 2% | -7% | -1% | -1% | -1% | -9%
CC(C)(C)S(=O)(=O)/C(C#N)=C/Nc1ccccn1 | -7% | 6% | . | -11 | -1 | 3% | 6% | 1% | -7% | 2% | -7%
Cc1ccc(S(=O)(=O)NC2=NCN(C3CCN(Cc4ccccc4)CC3)CN2)cc1 | 3% | 2% | 3% | -1 | -4 | 3% | 0% | -2% | 0% | 3% | -1%
CC1=C(C(=O)OCc2ccccc2)C(c2ccc(-c3ccccc3)cc2)NC(=O)N1CCCCCC(=O)O (stereo not drawn) | 7% | . | 1% | -18 | -9 | -9% | -13% | -17% | 2% | 25% | -22%
NC(=O)c1cnn(-c2ccc3ccccc3c2)c1N | -3% | 10% | 0% | -23 | -1 | 1% | 15% | 2% | -1% | -1% | .
CCNC(=O)COC(=O)CCC(=O)c1ccc(F)cc1 | 6% | 1% | . | 5 | 3 | 4% | 0% | 3% | -2% | 0% | -5%
C/C(CCc1ccccc1)=N/NC(=O)C(=O)NCc1ccccc1 | 5% | 1% | 13% | -10 | -4 | 1% | 0% | -1% | 3% | -1% | -1%
CCCCOCCCNC(=O)CC(C)c1ccccc1 (stereo not drawn) | 2% | 2% | 6% | -3 | 3 | 2% | 1% | 2% | -3% | -2% | 5%
CN(CC(=O)Nc1cccc(F)c1)C(=O)C1=COCCO1 | -17% | . | . | 3 | -2 | 0% | 4% | -3% | . | -5% | .
COc1ccccc1NC(=O)CN(C)S(=O)(=O)c1ccc2c(c1)CCC(=O)N2 | 2% | 1% | -7% | -7 | 0 | -1% | -28% | -2% | 2% | -3% | 1%
O=C(Cn1c(=O)oc2ccccc21)Nc1ccccc1C(F)(F)F | 3% | 2% | 3% | -12 | -2 | 1% | -5% | 0% | . | 5% | -7%
COc1ccccc1N1CCN(/N=C\c2ccc(C)o2)CC1 | -5% | . | -10% | 2 | 22 | 0% | 7% | 0% | 24% | 1% | ?
